Source: PubChem (National Center for Advancing Translational Sciences (NCATS))
Tb PGK inh: T. brucei PGK inhibition; actives 0.043% (n = 380,000); PGK/GAPDH coupled, Kinase-Glo luminescence, 60 min; Potency, µM (highest dose often 57.5 µM), for the others: top-dose activity change, negative = inhibition, most hits filed as inhibitors; P07378; AID 602233; further: potency means the concentration at half of the fitted maximal effect; on the % scale 0 is the no-effect control and ±100 the full control effect; nearly all actives have a fitted effect of over 60% in size
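Luminescent ATP detection (Kinase-Glo Plus) follows a 60-minute room-temperature incubation, with wells lacking PGK as controls. Buffer: 100 mM TEA (pH 7.6), 5 mM MgCl2, 0.01% Tween-20. Coupling enzyme GAPDH (100 nM final) supplies unstable 1,3-BPG in-well.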
POLH inh: DNA polymerase eta (human) inhibition; Q9Y253; recombinant Pol eta, fluorescent DNA replication assay; Potency, µM (series often up to 114 µM), inactives show at the top dose activity change, negative = inhibition, hits mostly inhibitors; actives 1.2% (n = 390,000); AID 588591; further: potency means the concentration at half of the fitted maximal effect; on the % scale 0 is the no-effect control and ±100 the full control effect
Target sequence (Q9Y253 whole entry, looked up): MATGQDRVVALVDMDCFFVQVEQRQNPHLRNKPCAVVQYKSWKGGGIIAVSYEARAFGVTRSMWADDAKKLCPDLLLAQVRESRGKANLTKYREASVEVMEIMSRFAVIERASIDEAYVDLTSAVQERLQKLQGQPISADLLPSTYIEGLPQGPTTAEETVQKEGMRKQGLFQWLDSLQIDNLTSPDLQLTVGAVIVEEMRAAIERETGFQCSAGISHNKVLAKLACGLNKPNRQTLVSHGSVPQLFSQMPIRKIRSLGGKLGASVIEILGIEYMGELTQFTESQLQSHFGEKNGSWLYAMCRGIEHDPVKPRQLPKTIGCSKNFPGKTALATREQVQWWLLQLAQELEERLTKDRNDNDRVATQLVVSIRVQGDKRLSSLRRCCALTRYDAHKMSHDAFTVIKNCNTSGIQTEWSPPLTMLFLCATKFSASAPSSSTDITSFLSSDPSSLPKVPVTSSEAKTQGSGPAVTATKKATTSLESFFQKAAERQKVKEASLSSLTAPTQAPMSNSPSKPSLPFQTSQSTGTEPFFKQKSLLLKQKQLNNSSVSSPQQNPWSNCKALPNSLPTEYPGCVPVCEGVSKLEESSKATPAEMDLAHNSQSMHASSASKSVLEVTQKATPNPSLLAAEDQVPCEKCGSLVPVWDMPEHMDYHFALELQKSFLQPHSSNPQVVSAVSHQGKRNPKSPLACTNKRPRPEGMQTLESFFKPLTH
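Fluorescent replication assay: 50 nM final substrate added after a 15 min room-temperature compound preincubation with 10 nM enzyme. Signal taken at 0 min and again at 10 min.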
Anesthetic bind: candidate novel general anesthetic via apoferritin binding; apoferritin/1-aminoanthracene competitive binding, fluorescence; Potency, µM (top dose mostly 77.5 µM), inactives show at the highest dose activity change, negative = displacement, usual class: inhibitors; actives 0.074% (n = 350,000); AID 485281; further: potency means the concentration at half of the fitted maximal effect; on the % scale 0 is the no-effect control and ±100 the full control effect; nearly all actives have a fitted effect of over 20% in size
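10 uM apoferritin + 50% sat. 1-AMA, PBS; cpd 10 min RT; Ex380/Em535 endpoint; normalized to free probe vs complex; 4-param Hill fit; propofol titration as pos. ctrl.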
BLM helicase inh: blocks DNA unwinding by human BLM helicase. Potency, µM (doses to about 56.1 µM), without a hit: top-dose activity change, negative = inhibition, usual class: inhibitors. recombinant BLM DNA unwinding, fluorescence dequenching. actives 0.2% (n = 350,000);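 further: potency means the concentration at half of the fitted maximal effect; plate controls were vehicle for no effect and no enzyme for full effect; nearly all actives have a fitted effect of over 35% in size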
APEX1 inh: APE1 (human) endonuclease inhibition. P27695. recombinant APE1, TAMRA/BHQ-2 abasic DNA cleavage fluorescence. Potency, µM (titrated, usually from 65.8 µM), for inactives: at the top dose activity change, negative = inhibition, actives largely listed as inhibitors. actives 0.35% (n = 350,000);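 further: potency means the concentration at half of the fitted maximal effect; plate controls were vehicle for no effect and reference inhibitor for full effect; nearly all actives have a fitted effect of over 55% in size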
Target sequence (P27695 whole entry, looked up): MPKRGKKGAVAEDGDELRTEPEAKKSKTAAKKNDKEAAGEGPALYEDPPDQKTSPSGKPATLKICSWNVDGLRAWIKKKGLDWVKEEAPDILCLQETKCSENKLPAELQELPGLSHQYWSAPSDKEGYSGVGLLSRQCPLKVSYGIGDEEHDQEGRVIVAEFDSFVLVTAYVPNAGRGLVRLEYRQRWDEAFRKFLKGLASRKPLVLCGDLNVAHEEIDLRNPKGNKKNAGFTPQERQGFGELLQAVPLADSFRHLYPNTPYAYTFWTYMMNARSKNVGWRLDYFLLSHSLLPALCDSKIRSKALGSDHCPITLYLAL
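APE1 at 0.75 nM final was preincubated with compound 15 min at room temperature, then 50 nM double-stranded THF abasic-site substrate (5'-TAMRA/3'-BHQ-2) was added. Fluorescence (ex 525/em 598 nm) was read kinetically; third-minus-first read gave activity.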
POLB inh: blocks human DNA polymerase beta activity; P06746; Pol beta primer extension/strand displacement, fluorescence kinetic; Potency, µM (doses to about 114 µM), without a hit: at the highest dose activity change, negative = inhibition, most hits filed as inhibitors; actives 1.3% (n = 340,000); further: potency means the concentration at half of the fitted maximal effect; on the % scale 0 is the no-effect control and ±100 the full control effect
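10 nM enzyme + cpd, 15 min RT; start with substrate 50 nM final; read 0 min and after 10 min RT. Corrected, normalized data; 4-parameter Hill curve fit.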
RXFP1 antagonist: antagonists of human relaxin receptor RXFP1; HEK293-RXFP1, relaxin-stimulated cAMP HTRF, 30 min; active compounds read low; actives 0.59% (n = 350,000); AID 1259400; activity change, negative = inhibition, % at 57.5 µM;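 active means activity change of -60% or lower, but not beyond a set lower limit; inconclusive means change between -60% and -40%, or beyond the set limit; inactive means change above -40%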; further: on the % scale 0 is the no-effect control and ±100 the full control effect
POLK inh: inhibitors of human DNA polymerase kappa; Q9UBT6; purified Pol kappa, fluorescent DNA synthesis assay, 10 min; Potency, µM (titrated, usually from 107 µM), for the others: at the highest dose activity, negative = inhibition, usual class: inhibitors; actives 0.53% (n = 400,000); further: potency means the concentration at half of the fitted maximal effect; on the % scale 0 is the no-effect control and ±100 the full control effect
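Activity was followed as the change in fluorescence between reads at 0 and 10 min after starting the reaction with 50 nM substrate. Beforehand, 10 nM polymerase had been preincubated with compound for 15 min at room temperature.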
Pol iota inh: DNA polymerase iota (human) inhibition; Q9UNA4; Pol iota fluorescent replication assay, 10 min; Potency, µM (top dose mostly 115 µM), inactives show top-dose activity, negative = inhibition, hits mostly inhibitors; actives 1% (n = 390,000); further: potency means the concentration at half of the fitted maximal effect
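Fluorescent replication assay read twice, at 0 min and 10 min after adding 50 nM (final) substrate. Enzyme (10 nM) and compounds were first incubated 15 min at room temperature; enzyme-free buffer wells were negative controls.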
Active calls of the source: *; i = inactive; ? = inconclusive; / = no result given; & = joins results of further samples; [ ] = remark or other dose. Unless noted, the call rests on the fitted dose curve; in most records, active means well fitted curve in the direction sought with a large enough effect; inconclusive means small, poorly fitted or top-dose-only effect, or another doubt; inactive means no such curve, though single readings can be large; an effect the other way counts as inactive or inconclusive.

1: O=C(Nc1ccc(Cl)cn1)C1C(c2ccccc2)C1(Cl)Cl (stereo not given)
2: CCC(Oc1ccccc1F)C(=O)Nc1ccc2c(c1)n(C)c(=O)n2C (stereo not given)
3: COc1cc(/C=N/NC(=O)CSc2ccccn2)ccc1OC(C)C
4: COc1ccc(NC(=O)CN(C)C(=O)/C=C/c2ccc(S(=O)(=O)N3CCCCCC3)cc2)cc1
5: CCCCN(CCCNC(=O)CN1N=C(c2ccccc2)CCC1=O)c1ccccc1
6: Cc1cc(C)cc(-n2c(C)cc(C=C(C#N)C#N)c2C)c1
7: Cc1onc(-c2ccccc2Cl)c1C(=O)N1CCN(c2nc3ccccc3s2)CC1
8: C=C1C(=O)OC2C1CCC(C)C1C=CC(=O)C12C (stereo not given)
compound no. | 1 | 2 | 3 | 4 | 5 | 6 | 7 | 8
Tb PGK inh | i | -5% | i | 2% | -2% | -3% | 4% | -10%
POLH inh | -21% | -1% | -12% | -8% | -6% | 9% | -10% | 14µM*
Anesthetic bind | -14% | -15% | -4% | / | ? | -6% | -12% | /
BLM helicase inh | -15% | 3% | -4% | / | -5% | -2% | -3% | /
APEX1 inh | -8% | -4% | -5% | 15% | / | -5% | -1% | /
POLB inh | 78% | 38% | ? | / | -28% | 9% | -14% | /
RXFP1 antagonist | -98* | 0 | -20 | 0 | -27 | -2 | 4 | -6
POLK inh | -11% | 5% | -23% | -3% | -8%[60.1 µM] | -11% | -15% | -39%
Pol iota inh | 79%[activator] | -15% | 25% | 0% | -4% | 17% | ? | 45µM*

The last 4 records of the part above open the next one.
5: CCCCN(CCCNC(=O)CN1N=C(c2ccccc2)CCC1=O)c1ccccc1
6: Cc1cc(C)cc(-n2c(C)cc(C=C(C#N)C#N)c2C)c1
7: Cc1onc(-c2ccccc2Cl)c1C(=O)N1CCN(c2nc3ccccc3s2)CC1
8: C=C1C(=O)OC2C1CCC(C)C1C=CC(=O)C12C (stereo not given)
9: COC(=O)CCCNC(=O)c1ccc(OC2CCN(CCc3ccccc3)CC2)cc1
10: O=C(N/N=C/c1ccc(OC(=O)c2cccs2)cc1)c1ccccn1
11: COc1ccc(CC(=O)Nc2c3c(nn2-c2cccc(C)c2C)CS(=O)C3)cc1 (stereo not given)
12: CCOC(=O)Cc1ccc(NC(=O)NCc2ccc3c(c2)CCN3C(=O)CC)cc1
13: O=C(O)CNC(=O)C1(N2C(=O)c3ccccc3C2=O)CCCC1
14: O=C1OCC(Cn2c3ccccc3c3ccccc32)O1 (stereo not given)
15: CN(/C(=N/S(=O)(=O)c1cccs1)c1ccccc1)c1ccccc1
16: Cc1ccc(NC(=O)N2CCCCCC2)c(C)c1
compound no. | 5 | 6 | 7 | 8 | 9 | 10 | 11 | 12 | 13 | 14 | 15 | 16
Tb PGK inh | -2% | -3% | 4% | -10% | -1% | -5% | -6% | -5% | 8% | 1% | i | 8%
POLH inh | -6% | 9% | -10% | 14µM* | -6% | -3% | -13% | -3% | -17% | -12% | -17% | -18%
Anesthetic bind | ? | -6% | -12% | / | -7% | -7% | -11% | ? | / | -17% | -9% | ?
BLM helicase inh | -5% | -2% | -3% | / | -3% | -5% | 1% | -1% | / | -2% | 4% | -1%
APEX1 inh | / | -5% | -1% | / | -2% | 16% | 0% | / | / | -4% | -1% | 11%
POLB inh | -28% | 9% | -14% | / | 19% | 35% | 15% | -14% | / | 1% | 2% | 5%
RXFP1 antagonist | -27 | -2 | 4 | -6 | -18 | -16 | -5 | -3 | -7 | 7 | -4 | 2
POLK inh | -8%[60.1 µM] | -11% | -15% | -39% | 6% | -11% | -9% | -3%[60.1 µM] | -4% | -13% | 0% | 7%
Pol iota inh | -4% | 17% | ? | 45µM* | -3% | 16% | 33%[activator] | -3% | 60%[activator] | 3% | 76%[activator] | 38%[activator]

17: CC1Cc2cc(S(=O)(=O)NCCc3ccccc3)ccc2N1C(=O)C1CCC1 (stereo not given)
18: Cc1ccc(-n2c(C)cc(C(=O)CSc3n[nH]c(N)n3)c2C)cc1
19: COc1cc2c(cc1OC)C(COc1ccccc1OC)N(C(=O)COc1ccc(Cl)cc1)CC2 (stereo not given)
20: Cc1ccc(SCCC(=O)N2CCC(C(N)=O)CC2)cc1
21: Cc1cc(C)c(CN2CCN(C(=O)Cn3cnc4c(OCc5ccccc5)ncnc43)CC2)c(C)c1
22: Cn1ncc2c(N3CCN(c4ccc(Cl)c(Cl)c4)CC3)ncnc21
23: O=C(Cn1c(=O)oc2cc(Cl)ccc21)Nc1cccc(C(F)(F)F)c1
24: N#Cc1cccc(NC(=O)CN2NS(=O)(=O)c3ccccc3C2=O)c1
compound no. | 17 | 18 | 19 | 20 | 21 | 22 | 23 | 24
Tb PGK inh | i | -6% | 7% | 10% | i | -9% | -5% | -11%
POLH inh | -28% | -16% | -19% | -6% | -3% | -12% | -19% | 4%
Anesthetic bind | 5% | -11% | -1% | -11% | / | 0% | -4% | -1%
BLM helicase inh | -6% | -5% | -12% | -4% | / | -9% | -3% | 2%
APEX1 inh | / | -7% | / | 14% | 17% | 6% | / | 6%
POLB inh | 1% | -4% | 7% | 18% | / | 3% | -1% | 3%
RXFP1 antagonist | -9 | -1 | / | 7 | / | -11 | -20 | -1
POLK inh | -9% | -8% | -10%[60.1 µM] | -1% | -2% | -12% | -2%[60.1 µM] | 1%
Pol iota inh | 12% | -3% | 11% | -11% | -12% | 25% | -4% | -3%

25: CC(C)[C@H](NC(=O)c1ccco1)C(=O)OCC(=O)Nc1ccc(F)cc1
26: CCOC(=O)C1(C)C=C(Nc2ccc(OCC)cc2)C(=O)N1c1ccccc1 (stereo not given)
27: N#CC1(NC(=O)CSc2nnc(Nc3ccccc3F)s2)CCCC1
28: CCCCN1CC[C@H]2C=CC[C@@H](C(=O)Nc3nccs3)[C@H]2C1=O
29: O=c1cc(-c2ccccc2)nc(SCc2nc(-c3ccc(C(F)(F)F)cc3)no2)[nH]1
30: N#CC(c1ccccc1)c1ccc(C(=O)c2ccc(F)cc2)cc1 (stereo not given)
31: CC(Oc1cccc(F)c1)C(=O)Nc1ccc(N2CCOCC2)cc1 (stereo not given)
32: Cc1cc2ccccc2n1CCNC(=O)c1ccc(S(=O)(=O)N2CCOCC2)cc1
compound no. | 25 | 26 | 27 | 28 | 29 | 30 | 31 | 32
Tb PGK inh | 1% | 6% | 1% | -1% | -5% | -4% | -8% | -3%[11.5 µM]
POLH inh | 8% | -26% | -12% | -7% | -19% | -7% | -19% | -16%
Anesthetic bind | -4% | 4% | / | / | 1% | ? | / | -13%
BLM helicase inh | -2% | -9% | / | / | -6% | -11% | / | -9%
APEX1 inh | 11% | -4% | 1% | / | / | 1% | 5% | -4%
POLB inh | 1% | 3% | / | / | 4% | -1% | / | ?
RXFP1 antagonist | 1 | -4 | 2 | / | / | 11 | -7 | -3
POLK inh | -1% | 1% | -7% | 6%&-11% | 8% | -10% | 0% | -10%
Pol iota inh | 79%[activator] | 9% | 3% | -14%&10% | -1% | -2% | 53%[activator] | 20%

33: Cc1csc(NC(=O)c2cccc(S(=O)(=O)N3CCCCC3)c2)n1
34: CCc1ccc(NC(=O)CSc2nnc(SCC(=O)Nc3ccc(CC)cc3)n2N)cc1
35: CC(C)n1c(SCC(=O)N2c3ccccc3Sc3ccccc32)nc2c1c(=O)n(C)c(=O)n2C
36: COc1ccc(C/C(C)=N/Nc2nc(C)cc(=O)[nH]2)cc1
37: O=C(Nc1ccc(F)cc1F)c1ccc(-c2ccccc2)s1
38: CCOC(=O)c1cnc(-c2ccccc2)nc1N1CC(C)OC(C)C1 (stereo not given)
39: Cc1nn(-c2ccccc2)c(C)c1NC(=O)COC(=O)c1ccc(O)cc1O
40: C=CCNC(=O)c1cc(Cl)ccc1Cl
compound no. | 33 | 34 | 35 | 36 | 37 | 38 | 39 | 40
Tb PGK inh | -1% | 9% | 7%[11.5 µM] | 0% | 1% | 8% | 6% | -3%
POLH inh | 2% | -9% | -4% | -1% | -5% | -13% | -8% | -4%
Anesthetic bind | -2% | -5% | -7% | -6% | -2% | -21% | -2% | -12%
BLM helicase inh | -8% | -5% | 0% | -1% | -2% | -5% | -2% | -3%
APEX1 inh | -1% | 3% | 13% | 0% | / | 4% | 3% | -5%
POLB inh | 14% | 0% | 8% | 72% | 2% | 3% | -10% | 17%
RXFP1 antagonist | 6 | -27 | -15 | 5 | -10 | 1 | 8 | 1
POLK inh | -22% | -6% | -3% | -2% | -3% | -14% | -15% | -9%
Pol iota inh | -3% | -2% | -16% | 29% | 8% | -1% | ? | 5%

41: O=C(COC(=O)c1cc(Br)ccc1O)NNC(=O)c1cccs1
42: Fc1ccc(-n2c(-c3ccco3)n[nH]c2=S)cc1
43: Cc1cc(=O)[nH]c(SCC(=O)NNC(=O)Cc2ccccc2)n1
44: CCN(Cc1ccccc1)Cc1ccc(OCc2ccccc2)cc1
45: CN(C)Cc1n[nH]c(=O)c2ccccc12
46: Cc1ccc(OCCCCN(C)Cc2ccccc2)c(Br)c1
47: O=C(NCCCc1ccccc1)Nc1ccccc1
48: CC(C)CCn1c(COc2ccccc2)nn(CCC#N)c1=S
compound no. | 41 | 42 | 43 | 44 | 45 | 46 | 47 | 48
Tb PGK inh | -19% | i | 1% | -1% | 0% | -3% | i | -1%
POLH inh | -7% | -10% | 9% | -14% | -8% | ? | -24% | -12%
Anesthetic bind | / | 7% | -6% | 3% | -3% | 4% | 7% | 3%
BLM helicase inh | / | -5% | 0% | -3% | -5% | -9% | 3% | -9%
APEX1 inh | 29% | 79%[activator] | 15% | 6% | -2% | -1% | 2% | -2%
POLB inh | / | 4% | 0% | -14% | ? | 1% | -1% | 27%
RXFP1 antagonist | 2 | -16 | -14 | -18 | 15 | -30 | -7 | -4
POLK inh | -4% | -4% | -16% | 4% | 7% | -15% | -13% | -15%[60.1 µM]
Pol iota inh | -23% | 21% | 115%[activator] | 28% | 3% | -5% | 15% | -7%

The list is partial; rates above refer to the full screens.
